GPR55 antagonists = inhibition of LPI-stimulated GPR55 beta-arrestin translocation – imaging, U2OS, beta-arrestin-GFP, LPI agonist, primary screen (AID 2013); U2OS GPR55 beta-arrestin-GFP translocation imaging, LPI antagonism; higher % means a stronger effect; one-dose inhibition, % at 10 µM; IC50 in µM for titrated hits; hit rate 0.13% among 290,000;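 active = spots per cell inhibited over 60%, with over 100 cells counted and total cytoplasm intensity under 500,000; inconclusive = wells with under 100 cells, flagged as likely toxic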;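 note: U2OS cells stably carrying GPR55 and arrestin-GFP stimulated by 5 µM LPI near EC80; imaged beta-arrestin-GFP aggregate spots per cell after agonist stimulation; plate controls were LPI-stimulated DMSO wells for no effect and DMSO wells without LPI for full effect; some results filed as inactive read as strong as hits; confirmed hits need IC50 under 10 µM and bright autofluorescent wells are also inconclusive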
SV40 large T antigen = TAg ATPase/helicase activity blockers – biochemical (AID 1903); hit rate 0.39% among 310,000; SV40 large T antigen ATPase/helicase inhibition assay; higher % means a stronger effect; inhibition, % at 20 µM, or IC50 in µM where a hit was titrated; in the data active = a potency from the dose series; inconclusive = inhibition mostly from about 32% at the one dose, without a potency; inactive = the rest, 99 in 100 with inhibition below about 32%; note: strong numbers were not always called active
NTR1 ag = agonists of NTR1, primary screen, imaging, U2OS cells, beta-arrestin-GFP, high content (AID 493036); P30989; NTR1-U2OS beta-arrestin-GFP spot imaging, agonist mode; activation, % at 20 µM; hit rate 0.17% among 330,000;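 active = activation at or above 40% of the spot to cytoplasm intensity ratio, with at least 20 cells analyzed; inconclusive = wells under 20 cells, flagged as cytotoxic or low count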;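 note: 0% = DMSO without peptide and 100% = 100 nM NTR1 peptide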
Target sequence (P30989 whole entry, looked up): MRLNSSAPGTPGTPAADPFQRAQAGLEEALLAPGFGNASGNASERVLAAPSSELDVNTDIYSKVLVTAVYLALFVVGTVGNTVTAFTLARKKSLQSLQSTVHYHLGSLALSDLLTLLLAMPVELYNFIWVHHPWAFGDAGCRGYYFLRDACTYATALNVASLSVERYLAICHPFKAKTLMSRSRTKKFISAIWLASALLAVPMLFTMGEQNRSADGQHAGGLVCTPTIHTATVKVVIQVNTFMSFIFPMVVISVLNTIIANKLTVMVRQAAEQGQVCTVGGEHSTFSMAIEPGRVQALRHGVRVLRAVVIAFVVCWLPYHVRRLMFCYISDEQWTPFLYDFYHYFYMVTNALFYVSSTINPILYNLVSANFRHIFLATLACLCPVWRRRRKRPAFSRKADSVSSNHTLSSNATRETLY
NS5 inhibitors = Dengue-2 NS5 methyltransferase inhibitors, primary screen, biochemical, confirmation dose response (AID 588689). Dengue-2 NS5 methyltransferase capping enzyme assay, biochemical; higher % means a stronger effect. inhibition, % at 25 µM; hits with a dose series show IC50 in µM. hit rate 0.3% among 340,000; in the data active = a potency from the dose series; inconclusive = inhibition above about 29% without an active follow-up result
GPR55 activation = GPR55 agonists via beta-arrestin recruitment, primary screen, imaging, U2OS cells, beta-arrestin-GFP redistribution (AID 1961); U2OS GPR55 beta-arrestin-GFP redistribution imaging; higher % means a stronger effect; activation, % at 10 µM; hits with a dose series show EC50 in µM; hit rate 0.048% among 290,000;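 active = activation above 40% with more than 50 cells counted in the well; inconclusive = wells holding fewer than 50 cells, flagged as toxic or sparse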;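 note: U2OS osteosarcoma cells stably expressing GPR55 and beta-arrestin-GFP; plate controls were DMSO negative control for no effect and LPI positive control for full effect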
AID2073 = disruptors of CaV2.2 binding to Mint1 – biochemical, HTRF (AID 2073). HTRF protein-protein interaction, Mint1-CaV2.2; higher % means a stronger effect. one-dose inhibition, % at 20 µM; IC50 in µM for titrated hits. hit rate 0.19% among 290,000; in the data active = inhibition mostly above about 51%, no sharp cut-off; inconclusive = no clear call, values can overlap the other calls; inactive = mostly below about 53%; note: some results filed as inactive read as strong as hits
Rac1 GTP hydrolysis = MgcRacGAP GTPase-activating activity inhibitors, confirmation, biochemical, ADP Hunter fluorescence | hit rate 0.6% among 340,000 | MgcRacGAP-stimulated Rac1 GTP hydrolysis, ADP Hunter fluorescence; higher % means a stronger effect; GST-tagged Rac1 F28L mutant substrate | inhibition, % at 30 µM; hits with a dose series show IC50 in µM;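 active = first-screen hits whose inhibition reached a set limit at any dose in the follow-up dose series; inconclusive = inhibition above the set first-screen limit but never retested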;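 note: fluorescence reports GDP produced by GAP-driven GTP hydrolysis; strong numbers were not always called active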
Yfh1-depleted yeast = mitochondrial function rescue without frataxin homolog – Friedreich's ataxia, plus single-dose screen, dose response (AID 1465). S. cerevisiae Yfh1-off respiration, WST-1 reduction, 72 h; higher fold induction means a stronger effect. fold induction at 50 µM; hits with a dose series show EC50 in µM. hit rate 0.074% among 220,000;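 active = fold induction of absorbance versus untreated yeast above a set limit, then at least 30% activation at any dose in follow-up; inconclusive = repeats straddling the limit, or above it without dose testing; inactive = fold induction below the set limit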;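 note: activators that raise dye reduction in frataxin-depleted yeast; strong numbers were not always called active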
GPR35 arrestin U2OS = GPR35 antagonists blocking zaprinast-driven arrestin recruitment, primary screen, imaging, U2OS, beta-arrestin-GFP, zaprinast agonist (AID 2058); U2OS GPR35 beta-arrestin-GFP translocation imaging, zaprinast antagonism; higher % means a stronger effect; one-dose inhibition, % at 10 µM; IC50 in µM for titrated hits; hit rate 0.052% among 290,000;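 active = inhibition of at least 50% with at least 30 cells and total cytoplasm GFP at most 10,000,000; inconclusive = under 30 cells or total GFP of 10,000,000 plus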
NTR1 ag cell count 20 µM = second read-out of NTR1 ag, no call of its own (marks repeat the call); cell count; measured here: cell count, cytotoxicity flag
NS5 inhibitors pilot replicate = recorded beside NS5 inhibitors, whose call it bears; inhibition, %; measured here: pilot screen replicate inhibition
The depositor's hits bear a star; i = inactive; ? = inconclusive; · = no result given.

SMILES	GPR55 antagonists	SV40 large T antigen	NTR1 ag	NTR1 ag cell count 20 µM	NS5 inhibitors	GPR55 activation	AID2073	Rac1 GTP hydrolysis	Yfh1-depleted yeast	GPR35 arrestin U2OS	others
O=C(CN1CCN(c2ccccc2F)CC1)c1ccc2c(c1)OCO2	18%	13%	0.1	50	3%	-0.3%	-4%	9%	i	-4%
CCCCn1c(N)c(N(CCOC)C(=O)c2sc3cc(F)ccc3c2Cl)c(=O)[nH]c1=O	·	14%	-2.1	65	-1%	·	·	7%	·	·
Cn1cccc1C(=O)C(=O)Nc1ccccc1	4%	21%	-1.1	59	5%	0.0%	-1%	5%	i	8%
Cc1cc(C)c(NS(=O)(=O)c2c(C(=O)N3CCOCC3)c(C)n(C)c2C)c(C)c1	1%	9%	0.1	68	-6%	0.3%	9%	-3%	·	6%
O=C(COc1ccccc1)Nc1cccc(-c2nc3ccccc3[nH]2)c1	12%	-6%	4.5	43	-4%	1.1%	5%	8%	i	-6%
Nc1nc(/C=C/c2ccc(F)cc2)nc(-c2ccccc2O)n1	-1%	6%	21	74	-6%	-0.2%	15%	4%	i	-8%
O=C(Oc1ccc(Br)cc1C(=S)N1CCCCC1)c1cc([N+](=O)[O-])cc([N+](=O)[O-])c1	9%	6%	2.2	32	?	0.1%	-18%	15%	i	-24%
COc1cccc(CN2CC(C(=O)NCCN3CCOCC3)CCC2=O)c1 (stereo unspecified)	4%	9%	-1.5	58	-11%	1.0%	4%	3%	·	3%
CCC/C=C1/CCCOC(C(=O)NCc2ccccn2)(C(F)(F)F)C1 (stereo unspecified)	·	8%	-0.1	68	3%	·	·	2%	i	·
CCC/C(=N\NC(=O)c1ccc(OC)c(OC)c1)c1ccccc1	-3%	17%	1.9	51	-2%	0.0%	-12%	9%	i	-11%
CCOC(=O)c1[nH]c2ccccc2c1NC(=O)Nc1ccc(OC)cc1	-2%	6%	1.2	68	-8%	-0.3%	-2%	6%	i	-8%
CCOCCCn1c(SCC(=O)NCc2ccco2)nc2c(sc3ccccc32)c1=O	1%	4%	3.4	67	-1%	0.3%	-3%	4%	i	17%	NS5 inhibitors pilot replicate=0.3
COc1ccc(CNC(=O)C2CCC(CNS(=O)(=O)c3ccc(C)cc3)CC2)cc1 (stereo unspecified)	-2%	7%	5.6	36	-5%	-0.1%	1%	12%	·	-8%
Cc1cc(NC(=O)c2c(Br)cnn2C)no1	-1%	·	-0.6	67	3%	0.0%	-4%	5%	·	-12%
CC(=O)NN1C(=O)/C(=C\c2ccc(Cl)cc2)SC1=S	4%	17%	1.0	73	2%	0.0%	-3%	8%	i	2%
Cc1nc2ccc(NC(=O)c3ccc(S(=O)(=O)N(C)C)cc3)cc2s1	12%	5%	3.6	69	-5%	-0.1%	-4%	0%	i	-8%
CCOc1ccccc1N(CC(=O)Nc1ccc(S(=O)(=O)N2CCOCC2)cc1)S(=O)(=O)c1ccc(Cl)cc1	6%	15%	-2.2	116	-5%	-0.2%	20%	2%	i	-12%
Cc1ccc(NC(=O)N2CCC(NC(=O)C(C)(C)C)CC2)cc1	0%	0%	-1.5	86	2%	-0.1%	-1%	3%	i	11%
C=CCn1c(=NC(=O)c2ccco2)sc2cc(C(=O)OC)ccc21	5%	7%	0.6	49	3%	-0.3%	?	-4%	i	2%
NC(=O)C1(N2CCCCC2)CCN(C2CC(=O)NC2=O)CC1 (stereo unspecified)	10%	6%	0.3	36	-3%	0.0%	-5%	13%	i	7%
COc1ccc(OCCn2cc(/C(N)=N/O)c3ccccc32)cc1	-2%	34%	1.5	36	-1%	0.1%	-9%	13%	i	-14%
Cc1ccc(/C=N/NC(=O)Cc2ccc(Cl)cc2)s1	-4%	15%	0.8	84	-4%	-0.1%	2%	-2%	·	-5%
O=C(OC1CCOC1=O)c1cc(-c2ccc(Cl)cc2)nc2ccccc12 (stereo unspecified)	15%	2%	6.8	58	-3%	-0.1%	7%	7%	i	0%
Cn1c(=O)[nH]c(=O)c2c1nc(N1CCN(C(c3ccccc3)c3ccccc3)CC1)n2CCO	2%	-1%	18	93	1%	-0.1%	10%	7%	·	8%
O=C(O)Cc1ccc(NC(=O)CCN2C(=O)c3ccc([N+](=O)[O-])cc3C2=O)cc1	-8%	-2%	-1.4	103	-4%	-0.5%	-9%	1%	i	-4%
COc1ccccc1CCNC(=O)C(=O)NCC1OCCN1S(=O)(=O)c1cc(F)ccc1F (stereo unspecified)	9%	12%	-1.6	73	-3%	0.0%	4%	6%	·	5%
Cn1c(=O)n(C)c2cc(NS(=O)(=O)c3ccc(F)cc3)ccc21	-4%	6%	1.3	36	·	0.1%	-1%	5%	i	-6%
C=CCNC(=S)N/N=C(\C)c1cccnc1	9%	5%	2.7	54	-8%	-0.2%	-2%	8%	i	7%
COc1cccc(CC(NC(C)=O)C(=O)NC2CCN(c3ncccc3[N+](=O)[O-])CC2)c1 (stereo unspecified)	19%	25%	-0.6	29	·	-0.2%	0%	·	i	-3%
CN(c1ccccc1C(N)=O)S(=O)(=O)c1ccccc1	-3%	19%	-1.3	49	·	0.3%	0%	15%	i	9%
O=C1CC(=O)Nc2cc(S(=O)(=O)N3CCOc4ccc(Cl)cc43)ccc2N1	-26%	·	-0.1	64	-2%	0.4%	1%	5%	·	4%
O=C(CN1CCc2ccccc2C1)c1cccs1	1%	11%	-0.5	63	-5%	0.3%	5%	31%	i	-6%
Cc1ccc(C(=O)N/C(=C/c2ccco2)C(=O)NCC2CCCO2)cc1 (stereo unspecified)	2%	6%	1.0	71	3%	0.2%	-1%	8%	i	-9%
CCN(CC)C(=O)NC1CC2CCCC(C1)N2Cc1ccccc1 (stereo unspecified)	10%	-1%	0.0	94	2%	-0.1%	5%	9%	i	14%
Cc1cccc(NC(=O)CNC(=O)c2ccc3c(c2)OCO3)n1	·	8%	0.2	65	6%	·	·	7%	·	·
Oc1ccc(C2Nc3cccc4cccc(c34)N2)c(O)c1	-2%	9%	-0.7	44	35%	-0.1%	32%	21%	i	7%
CSc1nnc(SCc2nc3sc(C(=O)O)c(C)c3c(=O)[nH]2)s1	-10%	31%	2.9	53	-20%	-0.2%	22%	16%	i	-30%
COc1ccc(NC(=O)CN(C)C(=O)CN2C(=O)NC3(CCCC3)C2=O)cc1	·	8%	0.6	64	2%	·	·	1%	·	·
COc1ccc(C(C)(C)C)cc1NC(=O)C1C2C=CC(C2)C1C(=O)O (stereo unspecified)	-1%	14%	-1.4	83	0%	0.3%	-13%	8%	i	9%
CCOc1ccc(NC(=O)N2CCCC2C(=O)NCc2ccco2)cc1 (stereo unspecified)	13%	13%	0.2	46	-4%	-0.4%	2%	3%	·	12%
O=C(CSCc1cc(=O)[nH][nH]1)Nc1ccc(F)cc1	1%	8%	-0.7	55	-3%	-0.6%	-14%	11%	i	-10%
COc1ccc(N(CC(=O)NCc2ccccc2)C(=O)CCC(=O)Nc2cc(C)ccn2)c(OC)c1	6%	23%	0.0	63	1%	-1.9%	?	10%	i	16%
O=S(=O)(c1ccccc1Oc1ccc(Cl)cc1Cl)N1CCCCC1	13%	6%	-1.0	47	-1%	0.6%	4%	11%	i	-9%
O=S(=O)(NC1CCCC1)c1ccc(Br)s1	28%	5%	0.2	51	-1%	-0.1%	-5%	4%	i	-4%
O=C(CCC(=O)NC12CC3CC(CC(C3)C1)C2)NC1CCCCC1	14%	8%	-1.3	62	-3%	-0.1%	-4%	3%	·	-5%
Cc1cccc(N2C(=O)N(c3ccccc3C)C3CS(=O)(=O)CC32)c1 (stereo unspecified)	-12%	2%	-0.5	45	3%	-0.2%	-1%	4%	i	-3%
CCCNC(=O)N1CCN(c2ncccn2)CC1	2%	20%	-1.2	29	3%	0.1%	14%	8%	i	-22%
Cc1ccc2c(c1)Sc1ccccc1CC2=O	-8%	7%	2.2	44	-2%	-0.1%	5%	12%	i	18%
O=C(COC(=O)c1cc(=O)[nH]c2ccccc12)Nc1ccc(Cl)cn1	·	21%	0.5	69	16%	·	·	6%	·	·
O=C1C=CC(=O)N1c1cccc(-c2ccccc2)c1	14%	29%	9.6	45	-41%	-0.2%	-37%	3%	i	20%
O=[N+]([O-])c1ccccc1NCc1c(O)ccc2ccccc12	4%	1%	6.8	82	-2%	0.0%	8%	16%	i	9%
O=C(NCc1ccccc1)c1ccc(S(=O)(=O)N2CCCc3ccccc32)cc1	50%	3%	2.2	66	-4%	0.0%	-4%	5%	i	13%	NS5 inhibitors pilot replicate=-1.2
CCOC(=O)Cc1cc(=O)n2[nH]c(C)c(-c3ccc(Cl)cc3)c2n1	-6%	27%	1.4	49	3%	-0.1%	23%	4%	i	4%
S=c1sc2c(N3CCN(Cc4ccccc4)CC3)ncnc2n1-c1ccccc1	-8%	2%	6.8	53	-5%	0.5%	20%	6%	i	29%
Cc1cc(=O)[nH]c(-c2ccccc2OC(F)(F)F)n1	11%	4%	-0.5	50	-2%	-0.2%	7%	6%	i	12%
CCCS(=O)(=O)N1CCCC(C(=O)NCCN2CCOCC2)C1 (stereo unspecified)	22%	-2%	-0.9	34	-6%	0.0%	17%	12%	i	14%
CCN1C(Nc2ccccc2)=NC[C@@H]1CC(C)C	-10%	16%	10	84	-6%	0.2%	5%	6%	·	0%
Cc1ccc(NC(=O)CCS(=O)(=O)c2cc3c(cc2Cl)NC(=O)CO3)cc1	10%	6%	0.4	57	-7%	0.0%	5%	4%	·	8%

Entries shown so far that contain an aryl thioether with sulfur outside any ring (two):
SMILES	GPR55 antagonists	SV40 large T antigen	NTR1 ag	NTR1 ag cell count 20 µM	NS5 inhibitors	GPR55 activation	AID2073	Rac1 GTP hydrolysis	Yfh1-depleted yeast	GPR35 arrestin U2OS	others
CCOCCCn1c(SCC(=O)NCc2ccco2)nc2c(sc3ccccc32)c1=O	1%	4%	3.4	67	-1%	0.3%	-3%	4%	i	17%	NS5 inhibitors pilot replicate=0.3
CSc1nnc(SCc2nc3sc(C(=O)O)c(C)c3c(=O)[nH]2)s1	-10%	31%	2.9	53	-20%	-0.2%	22%	16%	i	-30%

Bioassay records as filed in PubChem.
